High-throughput results as filed in PubChem BioAssay.
SSB-PriA inh: K. pneumoniae PriA-SSBct interaction inhibition; AlphaScreen SSBct-PriA binding, biotinylated peptide; inhibition, % at 33 µM; 430,000 tested, 0.6% active; AID 1272365; in the data active = inhibition mostly above about 37%, no sharp cut-off; inactive = mostly below about 20%;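 note: plate controls were negative control peptide for no effect and reference peptide for full effect; strong numbers were not always called active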
The depositor's hits bear a star; & = joins results of further samples. A portion of the library; count on the stated rates, not on these rows.

compound	SSB-PriA inh
Cn1c(SCC(=O)Nc2cccc(C(F)(F)F)c2)nnc1-c1ccc(=O)n(C)c1	-5
CO[C@@](C)(CNC(=O)Nc1cccs1)c1ccccc1F	3
CCOc1cccc2cc(-c3csc(NC(=O)c4nc5ccccc5s4)n3)oc12	2
CC(C)CS(=O)(=O)C1CN(C(=O)NCc2cccs2)C1	-9
CCOC(=O)C(=NNc1ccccc1)Sc1nnnn1-c1ccc(C)cc1	-7
Cc1ccc(SCc2cn3c(C)cccc3n2)cc1	-6
CS(=O)(=O)N1CCC(c2nn(CC(=O)N3CCc4ccccc43)c(=O)n2-c2cccs2)CC1	-13&-2
O=C(Nc1cccc(-c2nc3ccccc3[nH]2)c1)c1cccc(Br)c1	-8
COC(=O)c1ccc(S(=O)(=O)N2CCC[C@H](Cc3nc(C4CC4)no3)C2)cc1	-4
O=C(c1ccsc1)N1CCSC(c2ccccc2Cl)CC1 (stereo unspecified)	-7
Cn1c(=NC(=O)c2ccc(C#N)cc2)sc2cc3c(cc21)OCO3	-17
Cc1ccc(NC(=O)CSc2ncc(-c3ccccc3)n2C2CCCCC2)cc1	8

Next part
compound	SSB-PriA inh
CC(=O)c1cccc(NC(=O)CSc2ccc(NC(=O)c3ccccc3F)nn2)c1	-10&-3
O=C(NCCN1CCN(c2ccc(F)cc2)CC1)C1(c2ccccc2)CCOCC1	-7
CCc1nc2sc(C(=O)Nc3ccccc3C(=O)OC)c(N)c2c2c1CCCC2	-15
O=C(NCCC(O)C1CC1)C1c2ccccc2Oc2ccccc21 (stereo unspecified)	-1
COc1cccc(C=NNc2ncnc3scc(-c4ccccc4)c23)c1OC	20
CCc1cccc(CC)c1N(COC)C(=O)Cn1c(CC)nc2ccccc21	4
CCCS(=O)(=O)N1CCc2ccc(NC(=O)c3cc4ccccc4oc3=O)cc2C1	-14
O=C(CCCSc1ccc(F)cc1)Nc1nc(-c2ccc(F)cc2)cs1	-4
O=C(CCCOc1ccc(Cl)cc1Cl)Nc1ccc(N2CCOCC2)cc1	5
CS(=O)(=O)c1ccc(C(=O)Nc2nc3cc4c(cc3s2)OCCO4)cc1	-18
CSc1ccc(CNC(=O)Cc2nnc(-c3cccs3)o2)cc1	-12
COC(=O)c1ccccc1NC(=O)Cn1ncn2nc(-c3ccc(Cl)cc3)cc2c1=O	-13

3 entries from above, as labelled records.
CC(=O)c1cccc(NC(=O)CSc2ccc(NC(=O)c3ccccc3F)nn2)c1
  SSB-PriA inh: -10&-3

O=C(NCCN1CCN(c2ccc(F)cc2)CC1)C1(c2ccccc2)CCOCC1
  SSB-PriA inh: -7

CCc1nc2sc(C(=O)Nc3ccccc3C(=O)OC)c(N)c2c2c1CCCC2
  SSB-PriA inh: -15

Next results.
compound	SSB-PriA inh
C#CCn1c(=NC(=O)c2ccc(C)cc2C)sc2cccc(Cl)c21	5
Cc1cc2c(O)c(-c3ccccc3)c3sc(=O)oc3c2cc1C	4
CC(=O)c1ccc(NC(=O)CSc2nnc(Cc3ccccc3)c(=O)[nH]2)cc1	4&8
CCOC(=O)c1ccc(NS(=O)(=O)c2ccc(N3C(=O)CCC3=O)cc2)cc1	2
COc1ccc(CNC(=O)N2CC[C@H](S(=O)(=O)c3ccc(Cl)cc3)C2)cc1	8
COc1ccc(-c2nc(CSc3nc4ccccc4c(=O)n3Cc3ccco3)c(C)o2)c(OC)c1	-20
Cc1sc(N=Cc2ccco2)c(C#N)c1C	17
O=C(Cc1ccccc1)NCc1nnc(SCC(=O)N2N=C(c3cccs3)CC2c2ccc(F)cc2)n1CCc1ccccc1 (stereo unspecified)	5
NC(=O)Cn1cc(C=NNS(=O)(=O)c2ccc(Cl)cc2)c2ccccc21	6
Cc1ccc(S(=O)(=O)N=C(Nc2ccc(O)c(C(=O)O)c2)c2ccccc2)cc1	-1
O=[N+]([O-])c1cccc(-c2csc(=Nc3ccccc3)n2N2CCOCC2)c1	64*
O=C(c1ccccn1)N1CCN(c2cnnc(N3CCCC3)c2)CC1	8

Four entries from above, as labelled records:
Cc1ccc(S(=O)(=O)N=C(Nc2ccc(O)c(C(=O)O)c2)c2ccccc2)cc1
  SSB-PriA inh: -1

O=C(Cc1ccccc1)NCc1nnc(SCC(=O)N2N=C(c3cccs3)CC2c2ccc(F)cc2)n1CCc1ccccc1 (stereo unspecified)
  SSB-PriA inh: 5

Cc1sc(N=Cc2ccco2)c(C#N)c1C
  SSB-PriA inh: 17

COc1ccc(CNC(=O)N2CC[C@H](S(=O)(=O)c3ccc(Cl)cc3)C2)cc1
  SSB-PriA inh: 8

Further entries
compound	SSB-PriA inh
COc1ccc(C=Nn2c(-c3cc(C)[nH]n3)n[nH]c2=S)cc1	-19
CC(=O)NCC(=O)NC1CCC(Oc2ncc(F)cn2)CC1 (stereo unspecified)	4
O=S(=O)(C1CCCCC1)N1CCN(CCn2ccnc2)CC1	-4
CCn1c(=NS(=O)(=O)c2ccc(C)cc2)sc2c(C)ccc(OC)c21	-24
O=C(CN1CCN(S(=O)(=O)c2ccc(F)cc2)CC1)Nc1ccc(Cl)c(Cl)c1	-9&-3
CCc1ccc(N2CCN(S(=O)(=O)N(C)C)CC2)cc1	7
Cn1nc(CNC(=O)c2ccsc2)cc1-c1ccco1	-8
COCCN(CCOC)S(=O)(=O)c1ccc(C(=O)Nc2ccc3c(c2)C(=O)NC3=O)cc1	-1
Cc1cc2oc3c(c(=O)c2cc1Cl)C(c1ccccc1F)N(CCCN(C)C)C3=O (stereo unspecified)	9
Cc1cc(S(=O)(=O)N2CCOC23CCN(C(=O)c2ccc(Br)o2)CC3)ccc1F	-11&-6
CCOC(=O)c1cnn2ccc(NC(=O)c3cn(C)nc3OC)cc12	-6
Cc1sc(NC(=O)c2ccccc2F)c(CN2CCN(c3ccccc3F)CC2)c1C	-14&3

Next part
compound	SSB-PriA inh
COc1ccc(C(=O)N(CCc2cccs2)Cc2ccoc2)cc1F	2
Cc1ccc(S(=O)(=O)N=C2C=C(Sc3ncn[nH]3)C(=O)c3ccccc32)cc1	8
Cc1ccc(S(=O)(=O)NN=Cc2ccccc2F)cc1[N+](=O)[O-]	-3
CCOc1ccc(NC(=O)c2cc(-c3ccc(Cl)cc3)oc2C)cc1	-12
O=C1N(c2ccccc2)C2CS(=O)(=O)CC2N1c1ccc(F)cc1 (stereo unspecified)	-13
CCOC(=O)N1CCC(NC(=O)Cc2cc(=O)[nH]c(SCc3ccc(F)cc3)n2)CC1	4
O=C(c1ccc(Cl)cc1)c1ccc(OC(=O)N2CCOCC2)cc1	-2
CC1CN(S(=O)(=O)c2ccc(C(=O)Nc3ccc(I)cc3)cc2)CC(C)O1 (stereo unspecified)	0
COC(=O)N1CCC(C(=O)O)CC1	-11
CCOc1ccc(NC(=O)Cn2c(C)cc(C)c(-c3nc(-c4cccc(Cl)c4)no3)c2=O)cc1	-7
CN(C)c1ncc(NC(=O)c2cccnc2)c(N(C)C)n1	5
O=S(=O)(c1cccs1)N1CCC(N2CCC(Oc3ccccc3F)CC2)CC1	-7

Continuation.
compound	SSB-PriA inh
COc1ccc(S(=O)(=O)N2CCC(C(=O)Nc3sccc3C(N)=O)CC2)cc1	10
CCOc1ccc(-c2ccc(=O)n(CCNC(=O)COc3ccc(C(=O)c4ccccc4)cc3)n2)cc1	9
O=C(c1ccc(=O)n(Cc2ccc(F)cc2)n1)N1CCc2ccccc21	-6
CC(C)(C)OC(=O)N1CCCC(C(=O)N2CCCC(Cc3nc(C4CC4)no3)C2)C1 (stereo unspecified)	-8
O=C(C=NO)NCCCn1ccnc1	3
CC(=NNC(=S)NCCc1ccccc1)c1ccc(Cl)cc1Cl	-1
Cc1cc(C)n(-c2cc(N3CCC[C@H](C(=O)Nc4nc5ccccc5s4)C3)ncn2)n1	-9
O=C(c1cc(=O)c2ccccc2o1)N1CCN(c2ccc(-n3cncn3)nn2)CC1	-27
Cc1cc(S(=O)(=O)N2CCN(c3ccc(-c4ccccc4)nn3)CC2)ccc1F	-3
CC(=O)N1N=C(c2ccc3c(c2)OCO3)C[C@H]1c1cccs1	-11
COc1ccc(NC(=O)C2CCN(c3cnc4ccccc4n3)CC2)cc1Cl	-7
O=S(=O)(NCCn1nc(C(F)(F)F)cc1C1CC1)c1ccc(Cl)s1	-16

(further entries)
compound	SSB-PriA inh
CCOC(=O)NCc1nn(CCN2CCCC2)c(=O)c2ccccc12	-2
Cc1cc(=O)n2[nH]c(N)nc2n1	-19&4
Cc1ccc(NC(=O)COc2ncccn2)c(C)c1	-3
O=C(Cn1c(=O)oc2ccccc21)NCCn1ccnc1C1CC1	-5
CCOc1ccc2ccccc2c1C(=O)NCCn1ccc2ccccc21	4
CNC(=O)C(=O)NN=Cc1ccccn1	-10
COc1ccc(C=NNC(=O)C(C)n2cnc3ccccc3c2=O)cc1 (stereo unspecified)	8
N#Cc1nccnc1O[C@H]1CCCN(C(=O)c2noc3c2CCCC3)C1	-27
COC(=O)c1ccc(NC(=O)Cc2csc(NC(=O)c3ccco3)n2)cc1	1
Cc1cc([C@@H](O)CCNC(=O)c2ccc(OC(F)(F)F)cc2)c(C)o1	-3
Clc1nc2sccn2c1C=Nn1cnc2ccccc21	-10
Cc1cc(OC(=O)c2cccs2)c([N+](=O)[O-])c(=O)[nH]1	-7

Going on with the list.
compound	SSB-PriA inh
Cc1ccc2nc(N(Cc3cccnc3)C(=O)Cc3cccc4ccccc34)sc2c1	6
O=C(c1ccco1)N1CCC(COCc2ccccc2)CC1	-3
O=C(NCC1CCN(C2CCCC2)CC1)c1ccc(F)c(F)c1	-3
O=C(NCCCSCc1ccccc1)Nc1ncccn1	-10
COCC(=O)Nc1ccc2c(c1)CN(C(=O)c1ccccc1)CC2	-32
Cc1n[nH]c(C)c1S(=O)(=O)NCCOc1ccc2nnc(-c3ccccc3)n2n1	2
COc1cccc(CNC(=O)C(=O)Nc2ccc(F)c([N+](=O)[O-])c2)c1	6
O=C(NCCn1nc(-c2ccc(F)cc2)ccc1=O)c1ccc2c(c1)OCO2	-14
CCc1ccc2c(Cl)c(C(=O)NN=Cc3c[nH]c4ccccc34)sc2c1	12
Cc1csc(SCC(=O)N2CCOCC2)n1	8
Cc1ccc(OCCn2cc(C(N)=NO)c3ccccc32)cc1C	9
Cn1cc(C(=O)N2CCc3nc(NC(=O)c4ccoc4)sc3C2)nn1	2

More structures follow.
compound	SSB-PriA inh
CCOc1ccc(S(=O)(=O)NCC(O)c2ccc3c(c2)CCO3)cc1F (stereo unspecified)	-2
COc1ccc(-c2csc(CN3CCN(C(=O)CCn4cnc5ccccc5c4=O)CC3)n2)cc1	-8
O=C(Cc1ccccc1)NN=Cc1ccc([N+](=O)[O-])s1	3
O=C(CN1CCN(S(=O)(=O)c2cccs2)CC1)c1ccco1	-11
O=C(Nc1nc(-c2ccccn2)cs1)[C@@H]1CCCN1S(=O)(=O)c1cccs1	91*
COc1ccc(C(=O)Oc2ccc(C=NNC(=O)Cc3ccc([N+](=O)[O-])cc3)cc2)cc1	1
O=C(CN1CCc2nc(NC(=O)C3CCC3)sc2C1)Nc1cc(C(F)(F)F)ccc1Cl	-8
COc1ccc(CCC(=O)N2CC(n3ccnn3)C2)cc1OCc1ccccc1	-10
Cc1oc(-c2cccc(Cl)c2)nc1CSc1n[nH]c(=O)c2cc(-c3cccs3)nn12	-8
C=CCN1C(=O)C(C)(C)COc2cc(NC(=O)c3ccc(OCC)c(OCC)c3)ccc21	3
Cn1nnc2c(N3CC(C(=O)NCCC4=CCCCC4)C3)ncnc21	-7
COc1cc(Nc2ccc(NC(=O)c3cc(OC)c(OC)c(OC)c3)cc2)nc(C)n1	-9

Next part.
compound	SSB-PriA inh
CC(=O)C(=NNc1ccccc1)Oc1ccc(Br)cc1	-3
N#Cc1ccccc1NC(=O)CC1SC(=Nc2ccccc2)N(c2ccccc2)C1=O (stereo unspecified)	-10
COc1cccc2sc(N3CCCC3)nc12	2
S=c1[nH]nc(-c2ccc(Cl)cc2)n1N=Cc1cccs1	5
Cc1ccccc1NC(=O)CSc1ncnc2sc(C)c(C)c12	4
COC(=O)c1ccc(CSc2nc(C)cc(C)c2C#N)cc1	7
CCOC(=S)NC(=NS(C)(=O)=O)c1ccccc1	-15
CC(=NNC(=O)c1ccc(-c2ccccc2)cc1)C1C(=O)c2ccccc2C1=O	-8
N#CCSC1=NS(=O)(=O)c2ccccc2N1	-4
Cn1c(C(F)(F)F)nn(CCNS(=O)(=O)Cc2cccc(F)c2)c1=O	-15
CSc1ccc([C@@H](O)CNS(=O)(=O)c2cn(C)cn2)cc1	-3
COc1ccc(CCC(=O)NC[C@H](O)c2ccc(SC)cc2)cc1	1

New compounds follow
compound	SSB-PriA inh
CCOc1cc(C=Nn2cnnc2)cc(Br)c1O	8
COCCN1CCCc2ccc(NC(=O)Cc3cccc(C)c3)cc21	52
Cc1c(NC(=S)NN=Cc2ccc([N+](=O)[O-])cc2O)c(=O)n(-c2ccccc2)n1C	21
COc1ccc2c(c1)CCC[C@@]2(O)CNC(=O)C(=O)Nc1ccc(F)c(F)c1	-2
Cc1c(C=NNC(=O)CNc2ccccc2)c2ccccn2c1C(=O)c1ccncc1	1
CC(=NN1CCN(c2ccccc2)CC1)c1ccccc1O	-1
COc1ccccc1N1CCN(c2nccnc2SCC(=O)NCc2cccs2)CC1	10
CS(=O)(=O)N1CCN(c2ccc(-c3noc(C(F)(F)F)n3)cn2)CC1	-22
O=S(=O)(c1ccccc1Br)N1CCOC(c2cc(Cl)cc(Cl)c2)C1 (stereo unspecified)	14
CC(=O)Nc1cccc(C(C)=NNc2nc3ccccc3s2)c1	-3
Cc1ccccc1NC(=O)/C=C/C1=Cc2ccccc2OC1	-9
COc1cc(C(=O)N2CCN(c3ccc(NCC4CCCO4)nn3)CC2)cc(OC)c1OC (stereo unspecified)	-6
